Coupling enz: qHTS Assay for Inhibitors of Fructose-1,6-bisphosphate Aldolase from Giardia Lamblia: Coupling assay counterscreen | coupling enzyme system counterscreen, AmpLite Red fluorescence | hit rate 0.67% among 290,000 | activity change, negative = inhibition, % at 58.2 µM, hits read low; in the data active = activity change below about -30%
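First, compound is pin-transferred into glyceraldehyde-3-phosphate coupling-enzyme reagent at 57.5 uM final and held 10 min at RT. Next, substrate, coupling system and AmpLite Red are added. After 20 min RT, fluorescence (525/598 nm) is read.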
* = called active by the depositor; & = joins results of further samples; ! = a repeat was not active. % is scaled to controls: 0 for no effect and ±100 for the full control effect. An excerpt; count on the stated rates, not on these rows.

SMILES	Coupling enz
CN1CCC2(CC1)CCN(C(=O)c1ccncc1)CC2	1.1
COC1[C@H](OC(N)=O)C(O)[C@H](Oc2ccc3c(O)c(NC(=O)c4ccc(O)c(CC=C(C)C)c4)c(=O)oc3c2C)OC1(C)C (some centres undefined)	1.4
c1ccc(CNc2cc(-c3cccnc3)ncn2)cc1	3.2
Cc1cc2c(c(=O)o1)[C@H](O)[C@H]1O[C@@H]1C2=O	1.5
Cn1cccc1C(=O)N1CCC2(CCN(Cc3ccncc3)CC2)CC1	0.4
O=C(c1cccc(F)c1)N1CCC[C@@]2(CCN(Cc3ccncc3)C2)C1	1.0
NC(N)=Nc1ccc(Cl)cc1	-0.6
O=C1[C@H]2CCn3c(=O)n(-c4ccccc4)c(=O)n3[C@H]2[C@H](O)[C@H]2O[C@@H]12	-1.6
O=S(=O)(c1ccccc1)N1CCC2(CCCN(Cc3ccncc3)C2)CC1	-0.7
NS(=O)(=O)c1cc2c(cc1Cl)N[C@@H](C(Cl)Cl)NS2(=O)=O	1.7
CS(=O)(=O)Nc1cccc(-c2ccc3ncnc(N4CCNCC4)c3c2)c1	-0.6
Cc1cnc(CNc2ncnc3ccc(-c4ccccc4C)cc23)cn1	0.0
CN[C@H]1[C@H](O)[C@@H](O[C@@H]2[C@H](O)[C@@H](O[C@H]3OC(CN)=CC[C@H]3N)[C@@H](N)C[C@H]2N)OC[C@@]1(C)O	0.7
COCCn1c(=O)c(-c2ccc(F)cc2)nc2cnc(N3CCOCC3)nc21	-2.4
COc1ccccc1/C=C/C1=CC2(C)CC1(C)C(c1ccccc1OC)CC2=O (centres undefined)	1.1
CC[C@H]1C(c2cccc(C)c2)=NN(c2ccccc2)[C@@H]1CO	-0.7
CS(=O)(=O)Nc1cccc(-c2nc(NCc3ccccc3)c3ccccc3n2)c1	-1.4
CC(=O)C1=C(O)C=C2Oc3c(C(C)=O)c(O)c(C)c(O)c3C2(C)C1=O (centres undefined)	10.3
COc1cccc(Cn2c(=O)c(C)nc3cnc(Oc4cccc(Cl)c4)nc32)c1	-3.5
COc1cc(C2=N/C(=C\c3ccccc3)C(=O)O2)cc(OC)c1OC	5.9
CS(=O)(=O)N1CCC[C@@]2(CCN(c3ccccc3)C2)C1	-6.0
CCCC(=O)O[C@]1(C(=O)CO)CCC2[C@@H]3CCC4=CC(=O)CC[C@]4(C)C3C(O)C[C@]21C (some centres undefined)	2.6
Cc1cccc(CNc2ncnc3ccc(-c4cccc(C#N)c4)cc23)c1	-0.1
Cc1cc2nc3c(=O)[nH]c(=O)nc-3n(CC(O)C(O)C(O)CO)c2cc1C (centres undefined)	-33.4*!
O=C(c1cc(C(F)(F)F)cc(C(F)(F)F)c1)N1CCC2(CC1)CN(c1ccncc1)C2	-2.2

Compounds above containing fluorine, in the order listed:
SMILES	Coupling enz
O=C(c1cccc(F)c1)N1CCC[C@@]2(CCN(Cc3ccncc3)C2)C1	1.0
COCCn1c(=O)c(-c2ccc(F)cc2)nc2cnc(N3CCOCC3)nc21	-2.4
O=C(c1cc(C(F)(F)F)cc(C(F)(F)F)c1)N1CCC2(CC1)CN(c1ccncc1)C2	-2.2

Going on with the list:
SMILES	Coupling enz
CC(=O)OCC1=C(C(=O)O)N2C(=O)[C@@H](NC(=O)Cc3cccs3)[C@@H]2SC1	2.2
O=C1C2CCC(C2)[C@@H]2CCCCN12 (some centres undefined)	3.6
Cn1c(=O)c(-c2ccccc2)nc2cnc(Nc3ccccc3)nc21	-0.8
CCOC(=O)C1OC1C(=O)N[C@@H](CC(C)C)C(=O)NCCC(C)C (some centres undefined)	0.6
CC(=O)NCCNc1ncnc2ccc(-c3ccoc3)cc12	-4.0
CCCCC/C=C\C/C=C\CC1OC1C/C=C\CCCC(=O)O (centres undefined)	2.5
Cn1cccc1C(=O)N1CCC[C@@]2(CCN(C(c3ccccc3)c3ccccc3)C2)C1	2.6
C[C@]1(OC(=O)/C=C\c2ccccc2)C[C@@H](O)[C@@]2(O)C=CO[C@@H](O[C@H]3O[C@@H](CO)[C@@H](O)[C@@H](O)[C@@H]3O)[C@H]21	-0.3
Cc1ccc2oc(-c3ccccc3)cc(=O)c2c1	0.6
Cn1c(=O)c(-c2ccccc2)nc2cnc(N3CCNCC3)nc21	0.3
O=Cc1ccc(OC2C=CC(c3ccccc3)OC2CO)cc1 (centres undefined)	0.3
CC(=O)Nc1ccc(OC(=O)c2ccccc2O)cc1	1.5
CCCCC[C@H](O)/C=C/C=C\C/C=C\CCCCCCC(=O)O	1.8
COCCNc1nc(-c2ccc(C(=O)N(C)C)cc2)nc2ccccc12	-2.1
COc1ccc(-c2ccccc2C2NC(C(=O)O)CCC2C)cc1 (centres undefined)	0.2
CCCCc1c(O)n(-c2ccccc2)[nH]c1=O	1.5
O=C(O)CC/C=C\C[C@@H]1CO[C@H](c2ccccc2Cl)O[C@@H]1c1ccccc1O	6.7
Cc1[nH]c(/C=C2\C(=O)Nc3ccc(S(=O)(=O)N(C)c4cccc(Cl)c4)cc32)c(C)c1C(=O)N1CCN(C)CC1	-1.5
COc1ccccc1CN1CC2(CCN(C(=O)c3cc(C(F)(F)F)cc(C(F)(F)F)c3)CC2)C1	3.9
COc1ccc(CNc2nc(-c3ccc(C(=O)N(C)C)cc3)nc3ccccc23)c(OC)c1	-13.0
C/C(CCN1CCc2nc(-c3ccccc3)c(-c3ccccc3)cc2C1)=N\OC[C@@H](O)[C@@H]1O[C@@H]2OC(C)(C)O[C@@H]2[C@H]1O	-1.5
CC(=O)Oc1ccc2c(c1OC(C)=O)OCC1(O)Cc3c(cc(OC(C)=O)c(OC(C)=O)c3OC(C)=O)C21 (centres undefined)	-0.9
COc1cc(O)c2c(c1)O[C@H](c1ccccc1)CC2=O	1.7
COCC(=O)N1CCC2(CC1)CCN(c1cccc(-c3ccccc3)c1)CC2	4.0
CCN(CCCCO)c1nc(C)nc2c1c(C)c(C)n2-c1c(C)cc(C)cc1C	4.1

Following part.
SMILES	Coupling enz
CN(Cc1ccco1)c1ncncc1-c1ccccc1Cl	0.2
COc1ccc2oc(-c3ccccc3)c(OC)c(=O)c2c1	7.7
CC(=O)N1CCC2(CCCN(Cc3nccs3)C2)CC1	2.1
COc1cc2c(cc1OC)C1(O)C(=O)c3ccc(O)c(C(=O)O)c3OC1CO2 (centres undefined)	0.8
O=C(c1csnn1)N1CCC2(CCN(Cc3ccccc3)CC2)CC1	0.9
COC(=O)C/C=C\[C@@H](C)[C@@H](/C=N\OCC[C@@H]1C=C[C@H](OC(C)=O)[C@H](COC(C)=O)O1)OC	0.3
COc1ccc(OC)c(C2=Nn3c(nnc3-c3ccccc3OC)SC2)c1	-6.7
CC(=O)N[C@H]1CSSC[C@@H](C(=O)N2CCC[C@H]2C(=O)N2CCC[C@H]2C(=O)N[C@@H](CCCCN)C(=O)N[C@@H](CC(=O)O)C(N)=O)NC(=O)CNC(=O)[C@H](Cc2c[nH]c3ccccc23)NC(=O)[C@H](CCCNC(=N)N)NC(=O)[C@@H](Cc2ccc3ccccc3c2)NC(=O)[C@H](Cc2cnc[nH]2)NC(=O)[C@H](CCC(=O)O)NC1=O	-1.9
CCOC(=O)C1=C(C)NC(c2ccccc2)=C(C(=O)OCc2ccc([N+](=O)[O-])cc2)[C@@H]1C#Cc1ccccc1	1.5
CSCC[C@H](NC(=O)[C@H](CC(C)C)NC(=O)CNC(=O)[C@H](Cc1ccccc1)N(C)C(=O)[C@H](Cc1ccccc1)NC(=O)[C@H](CC(=O)O)NC(=O)[C@@H](N)CC(=O)O)C(N)=O	-0.2
OCC1O[C@H](Oc2ccc(O)cc2)C(O)C(O)C1O (some centres undefined)	-0.3
CC(=O)OC1CC(OC(C)=O)[C@]2(C)C(CC(=O)[C@]3(C)C2CC[C@@]2(C)C(C(=O)O)OC(=O)C4OC423)C1(C)C (some centres undefined)	0.0
CC(C)C[C@H](NC(=O)[C@H](C)NC(=O)CNC(=O)[C@H](CCCCN)NC(=O)[C@H](CCCN=C(N)N)NC(=O)[C@H](C)NC(=O)[C@H](Cc1ccccc1)NC(=O)[C@@H](N)CCCN=C(N)N)C(=O)N[C@@H](CCCN=C(N)N)C(=O)N[C@@H](CCC(N)=O)C(=O)N[C@@H](CCCCN)C(=O)N[C@@H](CC(N)=O)C(=O)N[C@H](C(N)=O)C(C)C	-0.5
FC(F)(F)c1ccccc1-c1nccc(N2CCNCC2)n1	2.9
CCCC[C@H](NC(=O)[C@@H]1CCCN1C(=O)[C@H]1CCCN1C(=O)[C@H](Cc1ccccc1)NC(=O)[C@@H](Cc1c[nH]c2ccccc12)NC(=O)[C@H](C)NC(=O)[C@H](CCCN=C(N)N)NC(=O)OC(C)(C)C)C(N)=O	3.7
O[C@@H]1CCN2Cc3ccccc3N=C12	-6.7
C[C@@H]1CC[C@H]2C(=O)N3[C@@H](CC[C@@H](C)[C@@H]3c3ccc(Br)cc3)C(=O)N2[C@@H]1c1ccc(Br)cc1	0.4
COS(C)(=O)=O	0.7
O=C1C[C@H](c2ccccc2)Oc2cc(O)cc(O)c21	3.8
CCCCCCC1=Cc2cc(OC)c(OC)cc2C(C2(C(=O)OCC)CCCC2=O)O1 (centres undefined)	4.6
C[C@H](NC[C@H](O)CP(=O)(O)Cc1ccccc1)c1ccc(Cl)c(Cl)c1	0.0
COc1ccc2[nH]cc(CCNc3ncncc3-c3ccc(N(C)C)cc3)c2c1	9.3
O=C(c1cccc(F)c1)N1CCC2(CCCN(c3ccccn3)C2)CC1	3.2
CN1CCN(c2ncc3nc(-c4cccc(C#N)c4)c(=O)n(C)c3n2)CC1	0.5
O=C(Nc1ccccc1)N1CCC2(CCNCC2)CC1	-0.8

Three structures already listed, ordered by molecular weight, lowest first:
SMILES	Coupling enz
O=C1C[C@H](c2ccccc2)Oc2cc(O)cc(O)c21	3.8
COc1ccc2oc(-c3ccccc3)c(OC)c(=O)c2c1	7.7
COc1ccc(OC)c(C2=Nn3c(nnc3-c3ccccc3OC)SC2)c1	-6.7

Reformatted: four of the compounds above.
CCCCC/C=C\C/C=C\CC1OC1C/C=C\CCCC(=O)O (centres undefined)
  Coupling enz = 2.5
Cn1cccc1C(=O)N1CCC[C@@]2(CCN(C(c3ccccc3)c3ccccc3)C2)C1
  Coupling enz = 2.6
C[C@]1(OC(=O)/C=C\c2ccccc2)C[C@@H](O)[C@@]2(O)C=CO[C@@H](O[C@H]3O[C@@H](CO)[C@@H](O)[C@@H](O)[C@@H]3O)[C@H]21
  Coupling enz = -0.3
Cc1ccc2oc(-c3ccccc3)cc(=O)c2c1
  Coupling enz = 0.6

(further entries)
SMILES	Coupling enz
COc1ccc2[nH]cc(CCNc3nc(-c4ccoc4)nc4ccccc34)c2c1	-6.3
O=C1NC(=O)c2c1c(-c1ccccc1)cc1[nH]c3ccc(O)cc3c21	-13.1
CN(C)C(=O)c1ccc(-c2ccc3ncnc(NCc4cccs4)c3c2)cc1	-0.1
CC1CCC2=C1C[C@H](C(C)(C)O)CC[C@@H]2C (some centres undefined)	-6.0
CN(Cc1ccco1)c1ncncc1-c1ccc2c(c1)OCO2	0.0
COC(=O)N1CCC[C@@]2(CCN(Cc3nccs3)C2)C1	-1.5
COC(=O)N1CCC2(CC1)CCN(c1ccncc1)CC2	-0.1
COc1ccc(-c2nnc3n2N=C(c2c(OC)cccc2OC)CS3)cc1	-4.6
O=S(=O)(Cc1ccccc1)c1nnnn1-c1ccccc1	1.7
CCCCN(CC)c1nc(C)nc2c1c(C)c(C)n2-c1c(C)cc(C)cc1C	-6.0
COC(=O)[C@@H](NC(=O)O[C@@H]1C(=O)c2cc(OC)ccc2O[C@H]1c1ccc(OC)c(Br)c1)C(C)C	2.6
CCCCCCCC/C=C/CCCCCCCCOP(=O)([O-])OCC[N+](C)(C)C	2.5
COc1cccc(-c2cncnc2Nc2ccccc2)c1	-1.5
COc1ccc2c(c1)CCC1[C@@H]2CCC2(C)[C@@H](NCCCCCCN3C(=O)C=CC3=O)CC[C@@H]12 (some centres undefined)	3.5
c1cncc(-c2ccc3ncnc(NCCN4CCOCC4)c3c2)c1	2.4
O=C(c1cc(C(F)(F)F)cc(C(F)(F)F)c1)N1CCC[C@@]2(CCN(c3ccncc3)C2)C1	-0.1
CC(C)(C)NC[C@H](O)c1ccc(O)c(CO)c1	-0.4&3.0
CC[C@H](C)[C@H](NC(=O)[C@H](CO)NC(=O)[C@H](CC(N)=O)NC(=O)[C@H](CC(C)C)NC(=O)[C@H](Cc1ccc(O)cc1)NC(=O)[C@H](CCCCN)NC(=O)[C@H](CCCCN)NC(=O)[C@@H](NC(=O)[C@H](C)NC(=O)[C@H](CCSC)NC(=O)[C@H](CCC(N)=O)NC(=O)[C@H](CCCCN)NC(=O)[C@H](CCCNC(=N)N)NC(=O)[C@H](CC(C)C)NC(=O)[C@H](CCCNC(=N)N)NC(=O)[C@@H](NC(=O)[C@H](Cc1ccc(O)cc1)NC(=O)[C@H](CC(N)=O)NC(=O)[C@H](CC(=O)O)NC(=O)[C@@H](NC(=O)[C@H](Cc1ccccc1)NC(=O)[C@@H](NC(=O)[C@H](C)NC(=O)[C@H](CC(=O)O)NC(=O)[C@H](CO)NC(=O)[C@@H](N)Cc1cnc[nH]1)C(C)C)[C@@H](C)O)[C@@H](C)O)C(C)C)C(=O)N[C@@H](CC(C)C)C(=O)N[C@@H](CC(N)=O)C(N)=O	0.5
CN(C)c1ccc(-c2ccc3ncnc(NC4CC4)c3c2)cc1	-0.7
CCC1Cc2cc(O)ccc2C2=C1c1ccc(O)cc1CC2CC (centres undefined)	2.9
O=c1c(-c2ccc(F)cc2)nc2cnc(N3CCOCC3)nc2n1-c1ccccc1	-2.2
CC(C)C[C@@H](CC(=O)N[C@@H](CCCN)CC(=O)N[C@@H]1CCNC[C@H]1C(=O)N[C@H](CC(=O)N[C@@H](CCC(=O)O)CC(=O)O)Cc1c[nH]c2ccccc12)NC(=O)[C@@H]1CCCC[C@H]1N	-6.2
COc1cc(OC)cc(-c2nnc3n2N=C(c2ccc(OC)c(OC)c2)CS3)c1	0.3
COc1ccc(-c2nc3cnc(N4CCNCC4)nc3n(-c3ccccc3)c2=O)cc1	0.1

Screens from PubChem BioAssay.
